Source: PubChem BioAssay
EZH2 inh: blocks human EZH2/PRC2 H3K27 methylation; AID 651548; Q15910; 0.35% of 57,000 active; DELFIA TRF, 1 h; inhibition, % at 12.5 µM;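 active means mean inhibition of replicates at least 50% and every single replicate also reaching 50%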;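 further: dimethyl H3K27 on biotinylated H3 21-44 peptide detected by antibody; plate controls were median neutral control wells for no effect and median positive control wells for full effect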
IDH1 mut inh: IDH1 R132H (human) inhibition; 0.18% of 70,000 active; O75874; inhibition, % at 10 µM; IDH1 R132H reductase, diaphorase/resazurin fluorescence, 60 min; AID 624101; in the data active means inhibition above about 34%;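 further: 0% = DMSO and 100% = no enzyme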
Target sequence (O75874 whole entry R132H): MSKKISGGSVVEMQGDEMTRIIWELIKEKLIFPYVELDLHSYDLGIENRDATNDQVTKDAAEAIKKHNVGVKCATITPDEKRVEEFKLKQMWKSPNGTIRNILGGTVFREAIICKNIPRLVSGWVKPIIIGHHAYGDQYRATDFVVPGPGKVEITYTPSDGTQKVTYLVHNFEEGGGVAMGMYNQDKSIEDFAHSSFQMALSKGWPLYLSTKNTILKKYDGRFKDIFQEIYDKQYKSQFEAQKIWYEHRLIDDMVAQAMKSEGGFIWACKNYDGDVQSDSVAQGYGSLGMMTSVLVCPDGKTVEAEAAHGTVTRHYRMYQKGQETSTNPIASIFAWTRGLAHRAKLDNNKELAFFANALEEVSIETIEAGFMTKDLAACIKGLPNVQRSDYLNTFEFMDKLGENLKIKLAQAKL
Starred values were filed as active, the others as inactive; nt = no result given.

Values run as follows: EZH2 inh, IDH1 mut inh
CSc1ccccc1NC(=O)CSc1nnnn1-c1ccccc1F
 : 5, 1.0
C[C@H]1CN([C@@H](C)CO)S(=O)(=O)c2ccc(C#CC3CC3)cc2O[C@@H]1CN(C)C(=O)Cc1ccncc1
 : -10, nt
COc1ccc(NC(=O)Nc2ccc3c(c2)C(=O)N([C@@H](C)CO)C[C@@H](C)[C@@H](CN(C)C(=O)Nc2ccc(F)cc2)OCCCC[C@@H](C)O3)cc1
 : nt, -0.8
NC(=O)CN(c1cc(Cl)ccc1Cl)S(=O)(=O)c1ccccc1
 : 3, -0.4
C[C@@H]1CN([C@H](C)CO)C(=O)c2cccc(N(C)C)c2O[C@H]1CN(C)C
 : 9, 2.8
COc1ccccc1NC(=O)N[C@@H]1CC[C@H](CCn2cc(-c3ccccc3)nn2)O[C@H]1CO
 : -14, -0.3
Cc1ccc(S(=O)(=O)Nc2ccc3c(c2)CC(=O)N([C@@H](C)CO)C[C@H](C)[C@H](CN(C)CC2CCCCC2)O3)cc1
 : nt, 1.9
C[C@@H]1CN([C@H](C)CO)C(=O)c2cc(C#CCN(C)C)cnc2O[C@@H]1CN(C)Cc1ccccn1
 : -22, 0.1
O=C(Nc1ccc(S(=O)(=O)Nc2ccccc2Oc2ccc(Cl)cc2Cl)cc1)C1CC1
 : 39, 0.0
CNC[C@@H]1Oc2ccc(NS(=O)(=O)c3ccc(F)cc3)cc2CC(=O)N([C@@H](C)CO)C[C@@H]1C
 : nt, 0.2
COc1ccc(S(=O)(=O)N(C)CC(=O)Nc2cccc(C(C)=O)c2)cc1
 : -2, 0.5
CO[C@@H]1CN(C)C(=O)c2cc(NS(C)(=O)=O)ccc2OC[C@@H](C)N(CC2CCCCC2)C[C@H]1C
 : -13, 0.0
C[C@@H]1CN([C@H](C)CO)C(=O)Cc2cc(NS(=O)(=O)c3ccc(F)cc3)ccc2O[C@H]1CN(C)C(=O)NC1CCCCC1
 : 8, -2.0
CC(C)C[C@@H](C=O)NC(=O)[C@H](CC(C)C)NC(=O)[C@H](CC(C)C)NC(=O)OCc1ccccc1
 : -26, -1.0
COc1c(-c2ccccc2)oc2c(OC)c(O)cc(O)c2c1=O
 : nt, -0.6
COc1ccccc1S(=O)(=O)N[C@@H]1CC[C@H](CCNC(=O)C2CCCC2)O[C@@H]1CO
 : -6, 0.4
Cc1noc(C)c1NC(=O)N(C)C[C@@H]1OCCCC[C@H](C)Oc2ccc(NS(=O)(=O)c3ccc(F)cc3)cc2C(=O)N([C@@H](C)CO)C[C@H]1C
 : nt, 2.1
COc1cc(C[C@@H]2COC(c3ccc(O[C@@H]4O[C@H](CO)[C@@H](O)[C@H](O)[C@H]4O)c(OC)c3)[C@@H]2CO)ccc1O[C@@H]1O[C@H](CO)[C@@H](O)[C@H](O)[C@H]1O (some centres undefined)
 : nt, -1.1
COC(=O)Nc1ccc(S(=O)(=O)N2CCCC(C(=O)Nc3ccc(N(C)C)cc3)C2)cc1 (centres undefined)
 : -9, -0.3
CCCC(=O)Nc1ccc2c(c1)C(=O)N(C)C[C@H](OC)[C@@H](C)CN(Cc1ccncc1)[C@H](C)CO2
 : 0, -0.1

Reprinted at random: 3 compounds from above
Values run as follows: EZH2 inh, IDH1 mut inh
Cc1noc(C)c1NC(=O)N(C)C[C@@H]1OCCCC[C@H](C)Oc2ccc(NS(=O)(=O)c3ccc(F)cc3)cc2C(=O)N([C@@H](C)CO)C[C@H]1C
 : nt, 2.1
COc1ccccc1S(=O)(=O)N[C@@H]1CC[C@H](CCNC(=O)C2CCCC2)O[C@@H]1CO
 : -6, 0.4
C[C@@H]1CN([C@H](C)CO)C(=O)c2cc(C#CCN(C)C)cnc2O[C@@H]1CN(C)Cc1ccccn1
 : -22, 0.1

Carrying on.
Values run as follows: EZH2 inh, IDH1 mut inh
C[C@@H]1CN([C@H](C)CO)C(=O)c2cc(NC(=O)Nc3ccc(C(F)(F)F)cc3)ccc2O[C@H]1CN(C)C(=O)Nc1ccc(F)cc1
 : nt, 0.5
Cc1cnc(N(C(=O)c2c(-c3ccccc3)noc2C)C(=O)c2c(-c3ccccc3)noc2C)c(C)n1
 : -19, 2.3
C[C@H](CO)N1C[C@H](C)[C@H](CN(C)Cc2ccc(C(=O)Nc3ccccc3N)cc2)Oc2ccc(NC(=O)Cc3cn(C)c4ccccc34)cc2C1=O
 : -35, nt
CCCN1C[C@@H](C)[C@@H](OC)CN(C)C(=O)c2cc(NC(=O)Nc3cccc(OC)c3)ccc2OC[C@H]1C
 : 13, -0.3
Cc1ccc(-c2ccc3c(c2)O[C@H](CN(C)C(=O)Nc2ccc(C(F)(F)F)cc2)[C@H](C)CN([C@@H](C)CO)S3(=O)=O)cc1
 : nt, 0.4
C[C@@H]1CCCCO[C@@H](CN(C)Cc2ccccc2)[C@@H](C)CN([C@H](C)CO)C(=O)c2cc(NC(=O)C3CCCCC3)ccc2O1
 : nt, 0.2
C[C@H](CO)N1C[C@H](C)[C@H](CN(C)C(=O)Cc2ccccc2)Oc2cc(C#CC3CCCC3)ccc2S1(=O)=O
 : 0, 0.2
C[C@@H]1CN([C@H](C)CO)C(=O)c2cc(NS(=O)(=O)c3ccc(F)cc3)ccc2O[C@@H]1CN(C)Cc1ccc(C(=O)O)cc1
 : nt, -0.3
Cc1cc(C)c(NC(=O)CSc2nc3c(c(-c4ccco4)c2C#N)CCCC3)c(C)c1
 : -2, 0.1
COc1ccc(CN(C)C[C@@H]2Oc3ccc(NC(=O)c4ccncc4)cc3C(=O)N([C@@H](C)CO)C[C@@H]2C)cc1
 : nt, 2.1
O=C(C[C@H]1C=C[C@@H](NS(=O)(=O)c2ccc(F)cc2)[C@H](CO)O1)NC1CCCCC1
 : 9, -0.2
CN(C)CC(=O)Nc1ccc2c(c1)[C@H]1C[C@@H](CC(=O)NCc3ccc4c(c3)OCO4)O[C@H](CO)[C@H]1O2
 : -21, 0.8
C[C@@H]1CN([C@H](C)CO)S(=O)(=O)c2ccc(/C=C/c3ccccc3)cc2O[C@@H]1CN(C)Cc1ccccc1
 : 12, -1.4
C[C@H](CO)N1C[C@H](C)[C@@H](CN(C)C)Oc2ccc(NC(=O)Cn3cnnn3)cc2C1=O
 : nt, -0.2
CC(C)CC#Cc1ccc2c(c1)O[C@@H](CN(C)Cc1ccccc1)[C@@H](C)CN([C@@H](C)CO)S2(=O)=O
 : nt, -0.3
COC(=O)[C@]1(Cc2ccccc2CN=[N+]=[N-])N=C(c2ccc(OCCCO)cc2)O[C@@H]1c1ccccc1N=[N+]=[N-]
 : 18, nt
C[C@@H]1CCCCO[C@@H](CN(C)C(=O)C2CCCCC2)[C@@H](C)CN([C@H](C)CO)C(=O)c2cc(NC(=O)Nc3cccc4ccccc34)ccc2O1
 : nt, -0.4
CC(C)C#Cc1cnc2c(c1)C(=O)N([C@H](C)CO)C[C@@H](C)[C@H](CN(C)S(=O)(=O)c1cn(C)cn1)O2
 : -11, -0.4
COC(=O)C[C@H]1CC[C@@H](NC(=O)c2ccccc2)[C@@H](CO)O1
 : 5, 0.2
O=C(C[C@@H]1CC[C@@H](NC(=O)c2ccccc2)[C@H](CO)O1)NCc1ccncn1
 : -3, 0.5
CO[C@@H]1CN(C)C(=O)c2ccc(NS(=O)(=O)c3cccc(Cl)c3)cc2OC[C@H](C)NC[C@@H]1C
 : 6, 0.5
COc1ccc(S(=O)(=O)Nc2ccc3c(c2)CC(=O)N([C@@H](C)CO)C[C@H](C)[C@@H](CN(C)Cc2ccc(C(=O)O)cc2)O3)cc1
 : nt, -2.5
Cc1noc(C)c1NC(=O)Nc1ccc2c(c1)CC(=O)N([C@H](C)CO)C[C@H](C)[C@@H](CN(C)C(=O)Nc1ccc3c(c1)OCO3)O2
 : nt, -1.6
COc1ccc(-c2cc(=O)c3c(O)cc(O)cc3o2)cc1
 : nt, 0.2
Cc1noc(C)c1S(=O)(=O)N(C)C[C@H]1OCCCC[C@H](C)Oc2ccc(N(C)C)cc2C(=O)N([C@@H](C)CO)C[C@@H]1C
 : 1, -0.1
C[C@@H]1CN([C@H](C)CO)C(=O)c2cc(Br)cnc2O[C@@H]1CN(C)C(=O)NC1CCCC1
 : -3, 0.2
C[C@H](CO)N1C[C@H](C)[C@@H](CN(C)C(=O)Nc2ccccc2)Oc2ccc(NC(=O)CCCCCC(=O)Nc3ccccc3N)cc2C1=O
 : 2, 0.0
C[C@H](CO)N1C[C@H](C)[C@H](CN(C)Cc2ccncc2)OCCCC[C@H](C)Oc2ccc(NS(=O)(=O)c3ccccc3)cc2C1=O
 : nt, 3.5
C[C@H](NC(=O)C[C@@H]1C[C@H]2c3cc(NC(=O)NC4CCCCC4)ccc3O[C@H]2[C@H](CO)O1)c1ccccc1
 : -2, 0.1
C[C@@H]1CN([C@@H](C)CO)C(=O)Cc2cc(NC(=O)CCCCCC(=O)Nc3ccccc3N)ccc2O[C@@H]1CN(C)C(=O)Nc1ccccc1
 : 0, -0.4
COc1ccc(NC(=O)N(C)C[C@H]2Oc3ccc(NC(=O)CCN4CCOCC4)cc3C(=O)N([C@@H](C)CO)C[C@H]2C)cc1
 : -4, nt
O=C(N[C@H]1CC[C@H](CCNC(=O)C2CCC2)O[C@H]1CO)c1ccccn1
 : -4, 0.1
COc1ccc(CN(C)C[C@@H]2Oc3ccc(NC(=O)Nc4c(C)noc4C)cc3CC(=O)N([C@H](C)CO)C[C@@H]2C)cc1
 : nt, 0.8
CCCNC(=O)Nc1ccc2c(c1)OC[C@H](C)N(C(=O)C1CC1)C[C@H](C)[C@@H](OC)CN(C)C2=O
 : -9, -0.5
O=C(Nc1ccccc1C(=O)NCc1cccnc1)c1cccc([N+](=O)[O-])c1
 : -12, -0.8
C[C@@H]1CN([C@H](C)CO)C(=O)c2c(c3ccccc3n2C)-c2ccccc2CO[C@@H]1CN(C)C(=O)Nc1cccc(F)c1
 : -9, 0.8
NC(=O)c1c(NC(=O)C2CC(=O)OC23CCCCC3)sc2c1CCCCC2 (centres undefined)
 : -13, -0.3
CO[C@@H]1CN(C)C(=O)c2cc(NC(=O)c3cccc(F)c3)ccc2OC[C@H](C)N(C(C)=O)C[C@@H]1C
 : 12, 0.0
CCCC(=O)Nc1ccc2c(c1)C(=O)N(C)C[C@@H](OC)[C@@H](C)CN(C(=O)CC1CC1)[C@@H](C)CO2
 : 0, 0.4
COC(=O)C[C@@H]1C=C[C@@H](NC(=O)Nc2ccc(C(F)(F)F)cc2)[C@@H](CO)O1
 : 7, 0.1
CN(C)C(=O)C[C@H]1CC[C@H](NC(=O)NC2CCCCC2)[C@@H](CO)O1
 : 0, 0.0
O=C(C[C@H]1C[C@H]2c3cc(NS(=O)(=O)c4ccccc4)ccc3O[C@H]2[C@@H](CO)O1)N1CCCCC1
 : 2, -0.8
COc1ccc(S(=O)(=O)Nc2cccc3c2O[C@@H](CN(C)C)[C@H](C)CN([C@@H](C)CO)C3=O)cc1
 : 2, -0.3
CC(C)NC(=O)N[C@H]1CC[C@@H](CCNS(=O)(=O)c2ccc(F)cc2)O[C@H]1CO
 : 4, 0.6
C[C@@H]1CN([C@@H](C)CO)C(=O)c2cc(NS(=O)(=O)c3cccs3)ccc2O[C@H]1CN(C)Cc1ccc(-c2ccccc2)cc1
 : 60*, 1.3
Cc1ccc(C(=O)CC2(O)C(=O)N(Cc3cccc4ccccc34)c3ccccc32)o1 (centres undefined)
 : -3, -0.2
Cn1c(=O)c2c(nc(SCc3nn[nH]n3)n2Cc2ccccc2F)n(C)c1=O
 : -11, 0.1
C[C@@H]1CN([C@H](C)CO)C(=O)c2c(c3ccccc3n2C)-c2ccccc2CO[C@@H]1CN(C)S(=O)(=O)c1ccccc1F
 : -12, 0.0
C[C@@H]1CN([C@H](C)CO)C(=O)c2cc(NC(=O)Nc3ccc4c(c3)OCO4)ccc2O[C@@H]1CN(C)S(C)(=O)=O
 : nt, 0.8
O=C(C[C@H]1C[C@H]2c3cc(NC(=O)c4cccnc4)ccc3O[C@H]2[C@H](CO)O1)NCc1cccc(F)c1
 : 2, -0.1
Cc1ccc2cc(S(=O)(=O)NCCCC(=O)O)ccc2c1
 : -25, 0.0
C[C@H](CO)N1C[C@H](C)[C@H](CN(C)C(=O)NC2CCCCC2)Oc2ncc(Br)cc2C1=O
 : nt, 35*
C[C@@H]1CN([C@H](C)CO)C(=O)Cc2cc(NC(=O)Nc3ccc4c(c3)OCO4)ccc2O[C@H]1CN(C)Cc1ccncc1
 : -5, 13
CN(C)CC(=O)Nc1ccc2c(c1)[C@H]1C[C@@H](CC(=O)NC3CCCCC3)O[C@@H](CO)[C@H]1O2
 : 5, 0.5
C/C=C/c1ccc2c(c1)O[C@H](CN(C)C(=O)c1ccc3c(c1)OCO3)[C@H](C)CN([C@@H](C)CO)S2(=O)=O
 : 0, 0.2
C[C@@H]1CN([C@H](C)CO)C(=O)c2cc(NS(C)(=O)=O)ccc2O[C@@H](C)CCCCO[C@H]1CN(C)C(=O)NC1CCCCC1
 : nt, 2.3
O=C(O)CCCC(=O)Nc1ccc(I)cc1
 : 3, 0.4
C[C@H](CO)N1C[C@H](C)[C@@H](CN(C)C(=O)c2ccccn2)Oc2cc(C#CCC3CCCC3)ccc2S1(=O)=O
 : 5, nt
C[C@@H]1CCCCO[C@H](CN(C)C(=O)NC2CCCCC2)[C@H](C)CN([C@H](C)CO)C(=O)c2cc(NS(=O)(=O)c3ccc(Cl)cc3)ccc2O1
 : nt, 2.0
Cc1ccc2oc(-c3ccc(Cl)c(NC(=O)COc4ccc(C)c(C)c4)c3)nc2c1
 : -3, 0.0

3 entries from above, sorted by length of the SMILES, ascending:
Values run as follows: EZH2 inh, IDH1 mut inh
Cn1c(=O)c2c(nc(SCc3nn[nH]n3)n2Cc2ccccc2F)n(C)c1=O
 : -11, 0.1
Cc1ccc(C(=O)CC2(O)C(=O)N(Cc3cccc4ccccc34)c3ccccc32)o1 (centres undefined)
 : -3, -0.2
O=C(C[C@H]1C[C@H]2c3cc(NC(=O)c4cccnc4)ccc3O[C@H]2[C@H](CO)O1)NCc1cccc(F)c1
 : 2, -0.1

A portion of the library (hit frequency here may not be typical).
